PABP1 MLLE inh: inhibitors of microRNA-mediated deadenylation, human PABP1 MLLE binding; actives 0.36% (n = 360,000); GST-MLLE / FITC-PAM2 fluorescence polarization; inhibition, % at 20 µM; P11940; in the data active = inhibition above about 35%, passing the limit was not always enough;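 also: plate controls were DMSO wells with GST-MLLE for no effect and wells lacking GST-MLLE protein for full effect; some results filed as inactive read as strong as hits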
FAS-TE inh: FAS thioesterase (human) inhibition; inhibition, % at 15 µM; P49327; recombinant FAS-TE, OMFH fluorogenic substrate, fluorescence endpoint; actives 0.67% (n = 360,000);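 active = compounds whose normalised, plate-corrected inhibition of enzyme fluorescence in the single-dose primary screen is 50% or more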;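 also: 0% = DMSO with enzyme and 100% = substrate without enzyme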
Target sequence (P49327 whole entry, looked up): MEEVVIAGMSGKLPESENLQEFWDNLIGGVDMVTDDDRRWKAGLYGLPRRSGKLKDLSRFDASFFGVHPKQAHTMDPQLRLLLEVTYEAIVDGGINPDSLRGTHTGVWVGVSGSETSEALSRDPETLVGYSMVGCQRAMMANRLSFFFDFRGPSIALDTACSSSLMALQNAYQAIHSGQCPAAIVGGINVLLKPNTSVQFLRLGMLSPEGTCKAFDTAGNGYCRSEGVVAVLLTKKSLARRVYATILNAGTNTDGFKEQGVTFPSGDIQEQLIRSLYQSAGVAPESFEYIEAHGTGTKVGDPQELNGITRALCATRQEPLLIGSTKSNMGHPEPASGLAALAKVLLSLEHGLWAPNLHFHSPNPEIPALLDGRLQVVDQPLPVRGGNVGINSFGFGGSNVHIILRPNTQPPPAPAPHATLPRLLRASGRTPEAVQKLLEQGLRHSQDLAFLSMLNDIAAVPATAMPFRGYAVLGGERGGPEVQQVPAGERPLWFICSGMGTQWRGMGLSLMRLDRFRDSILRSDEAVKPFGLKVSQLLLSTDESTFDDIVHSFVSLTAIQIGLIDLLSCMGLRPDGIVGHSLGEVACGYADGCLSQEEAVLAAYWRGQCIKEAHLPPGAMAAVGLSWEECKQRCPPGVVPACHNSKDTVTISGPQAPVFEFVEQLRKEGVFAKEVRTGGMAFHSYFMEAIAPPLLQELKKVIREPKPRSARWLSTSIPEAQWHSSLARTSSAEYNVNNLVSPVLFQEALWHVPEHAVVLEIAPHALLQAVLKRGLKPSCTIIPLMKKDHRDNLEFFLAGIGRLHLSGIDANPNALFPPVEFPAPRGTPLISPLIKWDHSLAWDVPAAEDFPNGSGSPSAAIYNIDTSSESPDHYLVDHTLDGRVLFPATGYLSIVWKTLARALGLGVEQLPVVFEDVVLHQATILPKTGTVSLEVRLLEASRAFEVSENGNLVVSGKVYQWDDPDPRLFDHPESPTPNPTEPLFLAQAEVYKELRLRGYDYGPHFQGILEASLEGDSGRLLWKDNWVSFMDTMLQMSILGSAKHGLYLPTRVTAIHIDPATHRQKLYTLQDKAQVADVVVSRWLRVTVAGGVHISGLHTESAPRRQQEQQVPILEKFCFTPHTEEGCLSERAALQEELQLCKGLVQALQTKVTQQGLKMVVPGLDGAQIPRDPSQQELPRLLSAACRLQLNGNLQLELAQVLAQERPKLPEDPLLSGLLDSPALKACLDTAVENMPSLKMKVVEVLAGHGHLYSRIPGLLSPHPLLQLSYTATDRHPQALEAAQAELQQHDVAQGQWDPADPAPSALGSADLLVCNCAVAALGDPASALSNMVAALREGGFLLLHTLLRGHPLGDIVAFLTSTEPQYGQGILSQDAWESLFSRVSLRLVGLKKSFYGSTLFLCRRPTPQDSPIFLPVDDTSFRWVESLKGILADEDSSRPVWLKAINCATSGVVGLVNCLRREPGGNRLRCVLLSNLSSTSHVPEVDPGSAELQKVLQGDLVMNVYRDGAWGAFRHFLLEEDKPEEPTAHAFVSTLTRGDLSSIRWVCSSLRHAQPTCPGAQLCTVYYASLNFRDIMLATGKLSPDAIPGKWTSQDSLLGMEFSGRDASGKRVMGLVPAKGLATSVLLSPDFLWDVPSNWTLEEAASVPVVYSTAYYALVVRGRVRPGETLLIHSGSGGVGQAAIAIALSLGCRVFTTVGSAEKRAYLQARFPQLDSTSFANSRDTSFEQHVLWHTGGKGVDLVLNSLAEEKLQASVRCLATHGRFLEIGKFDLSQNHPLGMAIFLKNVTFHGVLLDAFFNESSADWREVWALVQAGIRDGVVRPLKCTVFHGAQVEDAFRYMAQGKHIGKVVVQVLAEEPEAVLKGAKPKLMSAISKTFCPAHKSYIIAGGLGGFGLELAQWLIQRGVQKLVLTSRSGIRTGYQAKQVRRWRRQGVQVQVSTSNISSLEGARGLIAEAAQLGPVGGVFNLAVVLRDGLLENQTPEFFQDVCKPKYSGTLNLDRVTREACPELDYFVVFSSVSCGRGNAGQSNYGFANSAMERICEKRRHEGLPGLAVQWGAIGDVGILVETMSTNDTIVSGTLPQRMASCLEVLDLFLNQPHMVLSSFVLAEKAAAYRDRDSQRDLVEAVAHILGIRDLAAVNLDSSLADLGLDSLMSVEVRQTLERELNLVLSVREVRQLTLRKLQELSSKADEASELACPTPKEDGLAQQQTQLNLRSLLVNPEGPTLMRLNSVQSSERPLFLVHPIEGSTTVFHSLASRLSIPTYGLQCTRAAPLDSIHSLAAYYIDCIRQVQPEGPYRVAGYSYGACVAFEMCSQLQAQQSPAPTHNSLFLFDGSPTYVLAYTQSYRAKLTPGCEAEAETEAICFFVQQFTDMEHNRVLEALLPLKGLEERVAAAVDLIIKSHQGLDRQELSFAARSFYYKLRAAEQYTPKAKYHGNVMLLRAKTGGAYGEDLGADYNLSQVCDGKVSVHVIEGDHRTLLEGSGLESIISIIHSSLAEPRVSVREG
E coli Lon inh: inhibitors of E. coli Lon protease. P0A9M0. purified E. coli Lon protease, fluorescence polarization. inhibition, % at 7.94 µM. actives 0.42% (n = 360,000). AID 602123; in the data active = inhibition above about 13%, passing the limit was not always enough;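 also: 0% = enzyme with probe and DMSO and 100% = no enzyme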
MT1-MMP act inh: inhibitors of human MT1-MMP activation; AID 651647; P50281; GFP/RFP ratio change, % at 20 µM; actives 0.061% (n = 360,000); HT1080 RFP-PRO-GFP cells, GFP/RFP ratio fluorescence, overnight; percent of plate control window, DMSO zero;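 active = GFP/RFP ratio change of at least 30% with cell ATP level not reduced by more than half and red fluorescence within 50% of control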; also: strong numbers were not always called active
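Assay system: RFP-PRO-GFP reporter HT1080 cells; read-out basis: GFP/RFP fluorescence ratio; benchmarks: DMSO wells and RFP-L50D-GFP cells; doses: 20 µM single dose, 1% DMSO; schedule: overnight cell settling, then overnight compound exposure, 37 °C, 5% CO2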
MsrA inhibitor: inhibitors of bovine MsrA. purified bovine MsrA, absorbance read-out. inhibition, % at 15.5 µM. actives 0.75% (n = 360,000). AID 651718; in the data active = inhibition above about 4.5%;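 also: 0% = vehicle wells with enzyme and 100% = reference inhibitor wells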
SKN-1 inh: inhibitors of C. elegans SKN-1. C. elegans VP596 Pgst-4::GFP/RFP ratio, acrylamide-induced, 24 h. inhibition, % at 21.8 µM. actives 0.49% (n = 360,000). AID 624304;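 active = interference check ratio from 0.5 to 1.5 plus GFP to RFP signal ratio inhibition reaching or exceeding a fixed threshold, cut at about 30% in these data, passing the limit was not always enough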; also: some compounds called inactive have numbers as strong as hits
MsrA act: bovine methionine sulfoxide reductase A activation | purified bovine MsrA, absorbance read-out | activation, % at 10.6 µM | actives 0.3% (n = 360,000) | AID 602163; in the data active = activation above about 7.5%;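 also: 0% = vehicle and 100% = reference activator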
TbMetRS inhib: blocks T. brucei methionyl-tRNA synthetase activity; actives 0.4% (n = 360,000); AID 624268; purified T. brucei MetRS, ATP depletion, Kinase-Glo luminescence; inhibition, % at 11.9 µM;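 active = inhibition above a per-plate cutoff of the control wells' mean inhibition plus 3 SD, cut at about 5.5% in these data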;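 also: 0% = DMSO wells median and 100% = median of wells with control inhibitor compound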
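Test system – parasite MetRS enzyme · Reagent – substrates ATP, L-methionine and bulk Escherichia coli tRNA · Doses – 11.9 µM compound single dose, 0.9% DMSO · Times – 15 min enzyme-compound preincubation, 2 h reaction, 10 min detection, 25 °C · Signal – Kinase-Glo luminescence, ATP depletion format · Controls – DMSO-only wells as low control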
NRP1-CendR mod: alters CendR peptide binding to human NRP-1 | O14786 | actives 0.85% (n = 360,000) | FAM-RPARPAR peptide binding to NRP-1, fluorescence polarization | inhibition, % at 25 µM;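 active = inhibition or corrected inhibition above about 18%, plus a signal ratio from 0.5 to 1.5, limit read from the data, passing the limit was not always enough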; also: strong numbers were not always called active
Numbers without * were called inactive; x = not tested or not shown.

Every second line gives: PABP1 MLLE inh	FAS-TE inh	E coli Lon inh	MT1-MMP act inh	MsrA inhibitor	SKN-1 inh	MsrA act	TbMetRS inhib	NRP1-CendR mod
CC1C(=O)N(Cc2cn(Cc3ccco3)nn2)CCS(=O)(=O)N1Cc1ccc(-c2cccc(N(C)C)c2)cc1 (centres undefined)
  -20	36	6	-1	0.5	-3	-6	-1.0	-9
O=C(/C=C/c1ccccc1)C1=C(O)C(=O)N(CCO)C1c1ccc2c(c1)OCO2 (centres undefined)
  24	-4	-4	-2	2.4	7	-3	0.6	-2
CC(=O)N1c2c(cc(Br)cc2S(=O)(=O)NCc2ccccc2)CC1C (centres undefined)
  -6	0	8	0	-0.5	15	-1	-0.2	-6
CC(C)(C)NC(=O)C(Cc1ccccc1)N1C(=O)c2ccccc2C1=O (centres undefined)
  -5	2	7	-2	0.1	12	-2	-1.0	-3
COc1ccccc1NC(=O)Cn1nc(-c2ccc(Cl)cc2)c2ccccc2c1=O
  -8	11	-2	-13	2.2	-29	-11	-1.4	9
CCOC(=O)C(=NC(C)CC)NNc1ccc(Br)cc1 (centres undefined)
  8	16	-6	-1	1.4	10	-3	1.6	8
COc1cc(C(=O)Oc2ccccc2OC(=O)c2cc(OC)c(OC)c(OC)c2)cc(OC)c1OC
  -10	-3	-6	4	-0.2	7	0	0.2	-8
Cc1cc(C)nc(N2CCCC(C(=O)NC(C)CCc3ccco3)C2)n1 (centres undefined)
  2	2	-8	-1	-0.1	0	-3	-0.7	4
Cc1cccc(OCCNc2ncccc2[N+](=O)[O-])c1
  -3	26	3	1	-1.4	1	1	0.0	7
CN(C)c1ccc(C(C#N)c2ccc(Cl)cc2)nn1 (centres undefined)
  11	4	0	1	3.3	8	-2	-0.2	10
Cn1c(=O)c2c(nc(CN3CCc4ccccc4C3)n2CCCO)n(C)c1=O
  -5	-2	-1	5	-0.9	20	2	0.4	-16
C(=N\N1CCOCC1)/c1nc(-c2ccccc2)n2ccccc12
  -5	-3	-3	1	2.2	7	-1	-0.4	-27
O=C(CSc1ccc2nnc(-c3cccnc3)n2n1)NCC1CCCO1 (centres undefined)
  14	-9	-4	1	1.6	-10	-2	-0.1	5
Nc1nc2n(n1)C(=O)CC(c1ccccc1[N+](=O)[O-])N2 (centres undefined)
  -5	-5	-2	2	1.8	15	-3	0.0	-1
Cc1ccc(C)c(CC(=O)N2CCCC(c3cc(C(=O)NCc4ccccc4)no3)C2)c1 (centres undefined)
  -9	0	-2	0	-0.8	-5	-1	0.4	-3
Cc1nc(Nc2ccc(S(=O)(=O)N3CCCC3)cc2)c2nnn(Cc3ccccc3)c2n1
  -12	18	4	-5	-2.0	1	-9	-0.5	-12
Cc1cccc(NC(=O)c2ccc(F)c(S(=O)(=O)N3CCC4(CC3)OCCO4)c2)c1
  -1	12	-11	4	-0.3	10	0	0.2	2
CCOc1ccccc1CN1CCN(C2CCOCC2)CC1CCO (centres undefined)
  -14	-3	-2	3	-1.2	-4	-2	2.7	-4
CCN(CC)CCn1c(SCC(=O)Nc2ccc3c(c2)CCC3)nc2ccccc2c1=O
  37	1	-4	0	0.5	-24	-3	-0.3	2
Cc1nnc(NCCN2CCOCC2)[nH]c1=O
  0	-3	0	-1	1.6	-14	-1	-0.7	5
CC(OC(=O)c1ccc(Br)o1)C(=O)NCC1CCCCC1 (centres undefined)
  -2	1	5	3	0.9	-11	-9	-0.4	-9
Cc1cccc(C2c3[nH]c4ccccc4c3CCN2C(=O)Cc2n[nH]c(C)n2)n1 (centres undefined)
  -2	-2	0	-10	-0.7	-2	-8	-0.8	17
O=S(=O)(NC1CCCC1)c1ccc(S(=O)(=O)N2CCCN(Cc3ccccc3)C2)cc1
  -3	0	-7	-8	x	9	-3	-0.2	-4
COc1ccc(S(=O)(=O)Nc2ccc(S(=O)(=O)Nc3cc(C)nc(C)n3)cc2)cc1OC
  -1	-5	1	4	-0.4	14	-3	0.2	-2
CCOc1ccc(C(=O)NC(C)(C)CC)cc1
  0	-3	-9	-2	1.8	0	-6	-1.3	-2
COC(=O)c1ccc(COC(=O)C2CCN(S(=O)(=O)c3ccccc3C(=O)OC)CC2)cc1
  -38	21	-3	-5	-0.3	-13	-3	0.0	10
CN(CC(=O)Nc1ccc(F)c(F)c1F)C(=O)CN1C(=O)C2CCCCC2C1=O (centres undefined)
  9	-7	0	-1	1.2	8	1	-0.3	4
CN(C1CCCCC1)S(=O)(=O)c1cccc(C#N)c1
  8	2	7	5	0.5	2	-11	-1.0	-2
CC(=O)Nc1ccc(Nc2ncnc3c2cnn3-c2ccccc2)cc1
  -2	2	-2	8	0.7	13	-2	0.0	-4
Cc1cc[n+](-c2[nH]c(=O)sc2/C=N/N=C(\[O-])c2ccncc2)cc1C
  29	-9	3	-4	3.9	8	-9	-0.7	-5

Random excerpt: two records from the list, in no set order.
Every second line gives: PABP1 MLLE inh	FAS-TE inh	E coli Lon inh	MT1-MMP act inh	MsrA inhibitor	SKN-1 inh	MsrA act	TbMetRS inhib	NRP1-CendR mod
Cc1cc[n+](-c2[nH]c(=O)sc2/C=N/N=C(\[O-])c2ccncc2)cc1C
  29	-9	3	-4	3.9	8	-9	-0.7	-5
CCOc1ccccc1CN1CCN(C2CCOCC2)CC1CCO (centres undefined)
  -14	-3	-2	3	-1.2	-4	-2	2.7	-4

Later entries
Every second line gives: PABP1 MLLE inh	FAS-TE inh	E coli Lon inh	MT1-MMP act inh	MsrA inhibitor	SKN-1 inh	MsrA act	TbMetRS inhib	NRP1-CendR mod
CCOc1ccc(C(C)NC(=S)NCc2ccc(Cl)cc2)cc1 (centres undefined)
  -75	22	6	0	-0.7	14	-5	-0.1	10
Cc1cc(C(F)(F)F)n2nc(-c3cnn(C)c3C(F)(F)F)cc2n1
  3	6	-2	-4	0.7	5	7.7*	-0.6	-9
O=C(c1ccccc1)N1CCN(C(=O)c2cccnc2)CC1
  -10	-6	-10	0	1.5	5	-4	-0.7	-5
Cc1ccc(C(=O)Oc2ccc(N3C(=O)CCC3=O)c(C)c2)cc1
  14	-6	0	-2	-0.2	-2	-4	-0.7	4
O=C(NC1CC1)C1=C[C@@H](c2ccccc2)C[C@@H](OCCCCO)O1
  3	-8	1	0	-0.6	7	-9	-0.2	-1
Cc1ccc[n+](CC(=O)c2ccc(Br)cc2)c1
  2	-2	-8	-1	1.5	14	-4	0.0	-6
Cc1cccc(C)c1N1C(=O)c2ccccc2NC(=O)C1C(=O)NCCc1ccccc1F (centres undefined)
  x	x	x	-1	-1.1	14	x	0.1	6
Cc1nc(SCC(=O)NCc2ccc3c(c2)OCO3)nc(C)c1C
  7	0	-6	-1	0.2	5	-1	-0.2	9
CN(C)S(=O)(=O)c1cccc(C(=O)NCCOC(=O)c2cc(F)c(F)cc2Cl)c1
  6	4	3	1	-0.9	2	-3	-0.4	9
Cc1ccc(C(=O)c2c(C)oc3c2C(=O)C(=O)c2ccccc2-3)cc1
  7	-1	4	5	x	11	7	0.1	9
COc1cc(C(=O)NC(=S)Nc2ccccc2[N+](=O)[O-])cc(OC)c1OC
  33	65*	4	21	-0.4	-2	1	0.6	3
O=C(CSc1nc2[nH]ncc2c(=O)[nH]1)N1CCCC1
  2	-14	-8	3	-0.2	1	0	0.0	-2
Oc1c(Br)cc(Br)cc1C=NCc1ccccc1
  4	2	1	-3	2.6	-7	-2	0.9	-90
COc1ccc(N/C=C/C(=O)c2ccc(Cl)cc2)cc1
  -10	-7	-3	4	0.5	-15	4	-0.9	3
COC(=O)C1=C(C)N(Cc2ccc(C)cc2)C(=O)/C1=C\c1ccc(O)c(OC)c1
  -20	-5	-7	1	-0.7	-33	-12	-1.3	-4
O=C(NCCc1ccc(F)cc1)c1ccc2c(=O)n3c(nc2c1)CCC3
  -4	3	2	x	0.8	1	-2	-0.8	9
COc1ccc(N(CC(=O)NC2CCCCC2)C(=O)CNC(=O)c2ccco2)cc1OC
  10	-3	-2	4	-0.3	-21	-5	-0.7	6
COc1ccc(S(=O)(=O)CCC(=O)O)cc1
  4	-6	1	-1	-0.8	-1	0	-0.1	1
CCN(CC)C(=O)CCSc1nnc(-c2ccco2)o1
  -8	-7	7	1	-0.6	-14	2	-0.2	-1
Nc1nc(Br)c2c(F)cccc2c1-c1ccc(Cl)cc1
  -3	8	-5	x	0.4	2	-12	-1.2	7
C=C(C)c1nc(N)nc(N)n1
  -5	-1	-2	7	0.4	12	-5	-1.2	-8
COc1cc(S(=O)(=O)N2CCN(c3ccccc3F)CC2)ccc1Cl
  4	34	2	-3	-0.2	1	-2	-0.2	-4
COc1ccccc1-n1cnc2cc(NCc3ccccc3O)ccc21
  -10	-3	-12	-1	0.2	-12	-8	-1.1	8
COc1ccccc1NC(=O)CN1CCN(CC(=O)Nc2ccc3c(c2)OCCO3)CC1
  10	2	-3	-3	0.1	-5	-4	-1.3	2
Cc1cc(N(C)/N=C/c2ccccc2O)nc(-c2ccccc2O)n1
  -3	13	-6	-3	0.3	1	-2	0.9	-2
O=C(CNC(=O)C12CC3CC(CC(C3)C1)C2)Nc1ncccc1O
  -1	-5	3	3	0.7	10	-3	0.0	3
CSc1nsc(SCC(=O)Nc2ccc(C(C)=O)cc2)n1
  3	1	-8	6	0.1	5	-2	0.2	1
CN(C)C/C=C/C(O)(c1ccccc1)c1ccccc1
  -8	-5	-4	-4	-1.5	-6	-1	-0.3	-4
COC(=O)c1cc2n(n1)CCN(Cc1cccc(OC)c1)C2=O
  0	3	-4	4	1.7	8	1	-0.3	-8
CC(C)C(=O)NC(Nc1ccc(S(N)(=O)=O)cc1)C(Cl)(Cl)Cl (centres undefined)
  1	-8	0	3	0.1	8	-1	0.4	0
Cc1cc(C)cc(N(C(=O)c2csnn2)C(C(=O)NC(C)(C)C)c2ccccn2)c1 (centres undefined)
  6	-10	5	-1	0.2	-1	-11	-0.6	-7
O=C(Nc1ccc(F)cc1F)c1cc2ncc(CCCl)cn2n1
  -1	-11	0	2	0.7	7	-2	0.8	2
COC(=O)/C(=N/Nc1ccc(C)cc1)N1CCCc2ccccc21
  -3	44	-1	-57	1.8	-1	-6	-0.1	4
CNc1nnc(C(F)(F)F)s1
  5	-4	7	1	-0.1	0	-1	-0.1	0
O=C(CSc1nnc(CCCO)n1-c1ccccc1)NCCc1ccccc1
  -5	-5	5	-1	0.5	15	0	0.0	5
Cc1ccc(-c2cc(C(=O)N3N=C(C(F)F)CC3(O)C(F)F)c3ccccc3n2)cc1C (centres undefined)
  1	37	-1	3	0.8	13	0	-0.8	-2
COC(=O)CCn1nnc(-c2cccs2)n1
  -2	-7	6	-3	0.7	-14	-3	0.4	-7
C=CCN(CC=C)C(=S)NCCc1ccc(OC)c(OC)c1
  -107	-8	-12	-3	-0.2	-6	-4	0.2	-5
Cc1ccc(C(C)NC(=O)c2c(-c3ccccc3)noc2C)cc1C (centres undefined)
  1	1	-11	0	-0.9	7	1	-0.4	-1
CC1CN(C)C(C)c2c1oc1ccc(N)cc21 (centres undefined)
  -5	0	-10	3	0.0	-7	-8	-0.6	0
COc1ccccc1S(=O)(=O)N(C)C[C@H]1Oc2cc(C#CCC3CCCC3)ccc2S(=O)(=O)N([C@H](C)CO)C[C@H]1C
  -66	30	-10	-7	1.7	-11	-10	-1.5	-1
